SIRT5 block: inhibitors of human sirtuin-5 desuccinylase; Q9NXA8; 330,000 tested, 1.1% active; inhibition, % at 15 µM; Purified SirT5, succinyl-peptide AMC, trypsin-coupled fluorescence; in the data active means inhibition above about 15%; inconclusive means no clear call, values can overlap the other calls
Target sequence (Q9NXA8 whole entry, looked up): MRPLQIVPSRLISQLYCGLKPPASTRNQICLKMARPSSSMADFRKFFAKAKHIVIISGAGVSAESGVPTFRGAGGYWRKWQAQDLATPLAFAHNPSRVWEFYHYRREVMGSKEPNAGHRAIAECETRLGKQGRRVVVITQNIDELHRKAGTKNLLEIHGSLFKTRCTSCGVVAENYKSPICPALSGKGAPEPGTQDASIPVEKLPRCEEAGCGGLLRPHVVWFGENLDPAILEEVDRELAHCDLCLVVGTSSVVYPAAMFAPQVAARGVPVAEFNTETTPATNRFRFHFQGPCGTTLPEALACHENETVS
EWS-Fli inh: EWS/Fli transcriptional activity inhibition; inhibition, % at 12.6 µM; AID 651661; 350,000 tested, 0.67% active; A673 NR0B1-luciferase reporter, viability-normalised;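 active means mean inhibition of at least 50% after viability correction, with every replicate also passing that limit; inconclusive means mean reaches 50% but only one of two replicates passes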;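 further: firefly luciferase signal divided by Alamar Blue viability fluorescence both relative to DMSO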
PAX8 reporter: lowers PAX8-driven luciferase in RMG-I cells. RMG-I TPO-luciferase reporter, SteadyGlo, 24 h. AID 652154. 360,000 tested, 1.2% active. inhibition, % at 12.6 µM;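 active means mean replicate inhibition at least 60% with every replicate also reaching 60%; inconclusive means only one of the two criteria is met; inactive means mean below 60% and not all replicates reaching 60%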;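 further: luciferase light reporting Pax8 driven TPO promoter activity; plate controls were median of neutral control wells for no effect and mitoxantrone controls for full effect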
DENV2 CPE: DENV2-induced cell death inhibition | AID 651640 | 350,000 tested, 1.7% active | DENV2-infected cells, cytopathic effect rescue, plate reader | CPE inhibition, % at 9.99 µM; in the data active means CPE inhibition above about 20%, passing the limit was not always enough; inconclusive means no clear call, values can overlap the other calls; tested in BHK-21 cells;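 further: 0% = median of neutral control wells and 100% = median of positive control wells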
Casp6 inh: blocks human caspase-6 cleavage activity; 350,000 tested, 0.53% active; purified caspase-6, Z-VEID-R110 cleavage fluorescence; AID 686996; P55212; inhibition, % at 12.5 µM;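 active means mean inhibition across replicates at least about 35%, with every replicate also reaching that limit, limit read from the data; inconclusive means only one of the two criteria met; inactive means neither criterion met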;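 further: 0% = median of neutral control wells and 100% = no fluorescence left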
Target sequence (P55212 24-179 limits assumed): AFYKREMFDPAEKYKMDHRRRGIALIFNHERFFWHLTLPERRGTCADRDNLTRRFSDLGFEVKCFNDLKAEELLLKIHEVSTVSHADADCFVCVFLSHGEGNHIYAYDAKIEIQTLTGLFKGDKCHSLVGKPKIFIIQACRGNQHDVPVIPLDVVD
Target sequence (P55212 194-293 limits assumed): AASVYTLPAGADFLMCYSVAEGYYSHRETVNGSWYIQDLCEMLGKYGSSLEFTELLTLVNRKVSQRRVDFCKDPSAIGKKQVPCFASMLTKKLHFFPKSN
ARNT-TACC3 inh: disruptors of human ARNT/TACC3 interaction; inhibition, % at 9.99 µM; 390,000 tested, 0.66% active; AlphaScreen His-ARNT PAS-B/GST-TACC3 binding, luminescence; TACC3 fragment carries E629A point mutation; Q9Y6A5;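 active means mean inhibition of replicates at least 50% and at least half of replicates each reaching 50%; inconclusive means half or more replicates reach 50% but mean below 50%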;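 further: 0% = complete ARNT plus TACC3 wells and 100% = ARNT alone without TACC3; many hits fall short of the cut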
LGR2 antag: blocks bursicon-induced cAMP signaling via Drosophila LGR2 | inhibition, % at 9.99 µM | HEK293 LGR2, CRE-luciferase, bursicon-stimulated, 4 h | AID 720647 | 380,000 tested, 0.35% active;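 active means drop in luminescence signal, shown as inhibition above about 50% in the replicate tests, limit read from the data, passing the limit was not always enough; inconclusive means probably only some replicates passing the limit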;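 further: agonist challenge used bursicon conditioned medium at about half maximal strength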
* hit, by the source's call; & = joins results of further samples. An unsorted share of the library, and some 4.9% of all compounds hit somewhere here.

Sample of the layout, two compounds:
Screening COc1cccc(CNC(=O)C(=O)N2CCC3(CC2)OCCN3S(=O)(=O)c2ccc(C)cc2)c1 returned SIRT5 block 1, EWS-Fli inh 3, PAX8 reporter 1, DENV2 CPE 6, Casp6 inh 0, ARNT-TACC3 inh -2 and LGR2 antag 10.
Cn1c(N2CCC(C(N)=O)CC2)nc2c1c(=O)n(Cc1ccc(Cl)cc1)c(=O)n2C was read as SIRT5 block 10, Casp6 inh 1, ARNT-TACC3 inh -2 and LGR2 antag 4.

The whole of this part, from the start:
Screening COc1cccc(CNC(=O)C(=O)N2CCC3(CC2)OCCN3S(=O)(=O)c2ccc(C)cc2)c1 returned SIRT5 block 1, EWS-Fli inh 3, PAX8 reporter 1, DENV2 CPE 6, Casp6 inh 0, ARNT-TACC3 inh -2 and LGR2 antag 10.
Cn1c(N2CCC(C(N)=O)CC2)nc2c1c(=O)n(Cc1ccc(Cl)cc1)c(=O)n2C was read as SIRT5 block 10, Casp6 inh 1, ARNT-TACC3 inh -2 and LGR2 antag 4.
For COc1cccc2c1-c1c(O)cccc1C2=O the results were SIRT5 block -3, EWS-Fli inh -13, PAX8 reporter -9, DENV2 CPE 1, Casp6 inh 2, ARNT-TACC3 inh 9 and LGR2 antag 6.
Cc1ccc(CN2CCSCC2)c(C)c1 was read as PAX8 reporter 14, ARNT-TACC3 inh -10 and LGR2 antag -2.
O=C(C1CC1)N1C[C@H]2[C@@H](c3ccccc31)[C@@H](CO)N2C(=O)c1ccccc1F was read as SIRT5 block -1, EWS-Fli inh -4, PAX8 reporter 1, DENV2 CPE inconclusive, Casp6 inh 1, ARNT-TACC3 inh 2 and LGR2 antag 10.
N#Cc1ccccc1OCC(=O)NCC(c1ccc(F)cc1)N1CCOCC1 (stereo not given) was read as SIRT5 block -1, EWS-Fli inh -2, PAX8 reporter -4, DENV2 CPE -1, Casp6 inh -1 and ARNT-TACC3 inh 2.
For CO[C@H]1CC[C@H]2CCOc3c(C#N)cccc3C(=O)N(C)C[C@H](OC)[C@@H](C)C(=O)N(C)C[C@H]1O2 the results were SIRT5 block -2, EWS-Fli inh 10, PAX8 reporter -7, DENV2 CPE 8, Casp6 inh -37, ARNT-TACC3 inh 2 and LGR2 antag 0.
C[C@@H]1CN([C@@H](C)CO)C(=O)c2cc(NC(=O)c3ccncc3)ccc2O[C@H]1CN(C)C(=O)Nc1ccc(F)cc1 was read as SIRT5 block -12, EWS-Fli inh -11, PAX8 reporter -5, DENV2 CPE -6, Casp6 inh 0, ARNT-TACC3 inh -5 and LGR2 antag 13.
For CCNC(=O)C[C@H]1CC[C@@H]2[C@H](COc3ccc(NC(=O)c4cccc(C(F)(F)F)c4)cc3C(=O)N2C)O1 the results were EWS-Fli inh 1, PAX8 reporter -12, DENV2 CPE 13, ARNT-TACC3 inh -4 and LGR2 antag 11.
For CN(C(=O)c1cccc(NC(=O)Cc2cccc(NC(=O)C3CCCN(C(=O)C4CCCC4)C3)c2)c1)C1CCC1 (stereo not given) the results were SIRT5 block -6, EWS-Fli inh -1, PAX8 reporter 6, DENV2 CPE 7, Casp6 inh 6, ARNT-TACC3 inh 2 and LGR2 antag 5.
Screening Cc1ccn2c(NC3CCCCC3)c(-c3cccc(SC4CCCCC4)c3)nc2c1 returned SIRT5 block -2, EWS-Fli inh 28&12, PAX8 reporter 3&0, DENV2 CPE inconclusive, Casp6 inh -1&-2, ARNT-TACC3 inh -7 and LGR2 antag -3.
Cc1ccc(S(=O)(=O)Nc2ccc3c(c2)C(=O)N([C@H](C)CO)C[C@@H](C)[C@@H](CN(C)Cc2ccc4c(c2)OCO4)O3)cc1 was read as SIRT5 block -2, EWS-Fli inh -7, PAX8 reporter 12, DENV2 CPE -6, Casp6 inh 0, ARNT-TACC3 inh -5 and LGR2 antag 8.
For O=C(C[C@@H]1C[C@H]2c3cc(NC(=O)c4cccnc4)ccc3O[C@H]2[C@H](CO)O1)NCCc1ccccc1 the results were SIRT5 block -1, EWS-Fli inh -1, PAX8 reporter -33, DENV2 CPE 4, Casp6 inh 0, ARNT-TACC3 inh 26 and LGR2 antag -9.
Screening C[C@H]1CN([C@@H](C)CO)C(=O)c2cc(C#CC(C)(C)O)cnc2O[C@@H]1CN(C)Cc1cncnc1 returned SIRT5 block -3, EWS-Fli inh -5, DENV2 CPE 15, Casp6 inh -1, ARNT-TACC3 inh -2 and LGR2 antag -6.
CC(C)(C)NC(=O)c1ccccc1-c1nc2ccccc2s1 was read as SIRT5 block 0, EWS-Fli inh -4, PAX8 reporter -3, DENV2 CPE 3, Casp6 inh -1, ARNT-TACC3 inh 2 and LGR2 antag 2.
Cc1ccc(-c2n[nH]c(=O)c3ccccc23)cc1S(=O)(=O)N(C)C was read as SIRT5 block -3, EWS-Fli inh 0, PAX8 reporter -23, DENV2 CPE 0, Casp6 inh 2, ARNT-TACC3 inh 1 and LGR2 antag -3.
`COc1ccc(F)cc1-c1cc(NC=O)c2ncc(-c3cccc(C(F)(F)F)c3)n2c1` gave EWS-Fli inh -12, PAX8 reporter 34, DENV2 CPE -4, Casp6 inh -1 and LGR2 antag -1.
`CC(C)=N/N=C1/NC(=O)C(CC(=O)Nc2cc(Cl)ccc2C)S1` (stereo not given) gave PAX8 reporter -3, ARNT-TACC3 inh 23 and LGR2 antag 0.
For CCOP(=O)(OCC)c1nc(-c2ccc(Br)cc2)oc1N1CCCCC1 the results were SIRT5 block 1, EWS-Fli inh 16, PAX8 reporter 13, DENV2 CPE 5, Casp6 inh 1, ARNT-TACC3 inh 5 and LGR2 antag -20.
Screening COCCn1cnc2c1c(=O)n(CC(=O)OCC(=O)NCCCc1ccccc1)c(=O)n2Cc1ccccc1 returned SIRT5 block -4, EWS-Fli inh 8, PAX8 reporter 12, DENV2 CPE 16, Casp6 inh -3, ARNT-TACC3 inh 7 and LGR2 antag -15.
For O=C(CN1CCC(NC(=O)c2ccccc2F)CC1)Nc1ccc2c(c1)OCCO2 the results were SIRT5 block -2, EWS-Fli inh 0, PAX8 reporter -2, Casp6 inh -7 and ARNT-TACC3 inh 2.
COc1ccc(CCNC(=O)Cn2c(=O)n(-c3cc(F)ccc3F)c(=O)c3sccc32)cc1OC was read as SIRT5 block 0, EWS-Fli inh 5, PAX8 reporter 26, DENV2 CPE -4, Casp6 inh -1, ARNT-TACC3 inh -17 and LGR2 antag 12.
`O=C(O)c1cc(S(=O)(=O)N(Cc2ccccc2)c2ccccc2)ccc1Cl` gave SIRT5 block -3, EWS-Fli inh 1, PAX8 reporter -4, DENV2 CPE 6, Casp6 inh 2, ARNT-TACC3 inh -29 and LGR2 antag 0.
Screening O=c1cc(-c2ccccc2)c2ccc(O)cc2o1 returned SIRT5 block 6, EWS-Fli inh 18, PAX8 reporter -3, DENV2 CPE -3, Casp6 inh 5, ARNT-TACC3 inh -9 and LGR2 antag -11.

A draw from above in order of molecular weight, low to high.
CC(C)(C)NC(=O)c1ccccc1-c1nc2ccccc2s1 was read as SIRT5 block 0, EWS-Fli inh -4, PAX8 reporter -3, DENV2 CPE 3, Casp6 inh -1, ARNT-TACC3 inh 2 and LGR2 antag 2.
O=C(C1CC1)N1C[C@H]2[C@@H](c3ccccc31)[C@@H](CO)N2C(=O)c1ccccc1F was read as SIRT5 block -1, EWS-Fli inh -4, PAX8 reporter 1, DENV2 CPE inconclusive, Casp6 inh 1, ARNT-TACC3 inh 2 and LGR2 antag 10.
For CN(C(=O)c1cccc(NC(=O)Cc2cccc(NC(=O)C3CCCN(C(=O)C4CCCC4)C3)c2)c1)C1CCC1 (stereo not given) the results were SIRT5 block -6, EWS-Fli inh -1, PAX8 reporter 6, DENV2 CPE 7, Casp6 inh 6, ARNT-TACC3 inh 2 and LGR2 antag 5.

Other records.
CCOC(=O)C1CCN(C(=O)CN(c2ccc3c(c2)OCCO3)S(=O)(=O)c2ccccc2)CC1 was read as SIRT5 block -1, EWS-Fli inh -44, PAX8 reporter -14, DENV2 CPE -2, Casp6 inh 5, ARNT-TACC3 inh -1 and LGR2 antag -22.
For COc1ccccc1-c1ccc([C@H]2[C@@H](CO)N3CCCCN(C(=O)c4cccnc4)C[C@H]23)cc1 the results were SIRT5 block 1, EWS-Fli inh -7, PAX8 reporter -29, DENV2 CPE -3, Casp6 inh 7, ARNT-TACC3 inh -11 and LGR2 antag -18.
CCc1ccccc1NC(=O)c1cc(-c2ccc(OC)cc2)on1 was read as SIRT5 block -2, EWS-Fli inh -20, PAX8 reporter -21, DENV2 CPE 0, Casp6 inh 1, ARNT-TACC3 inh -5 and LGR2 antag 3.
Cc1noc(C)c1NC(=O)Nc1ccc2c(c1)C(=O)N([C@H](C)CO)C[C@H](C)[C@H](CN(C)C(=O)CCCN(C)C)OCCCC[C@H](C)O2 was read as SIRT5 block 2, EWS-Fli inh -8, PAX8 reporter -8, DENV2 CPE -2, Casp6 inh 1, ARNT-TACC3 inh -6 and LGR2 antag 21.
`COc1cccc(-c2ccc([C@@H]3[C@@H](CO)N4C(=O)CN(C(=O)C5CC5)C[C@H]34)cc2)c1` gave SIRT5 block 2, EWS-Fli inh -13, PAX8 reporter -3, DENV2 CPE 9, Casp6 inh 0 and LGR2 antag 3.
Screening CC1(C)C(C=C(Cl)Cl)C1C(=O)Nc1ccc([N+](=O)[O-])cc1 (stereo not given) returned SIRT5 block -5, EWS-Fli inh 4, PAX8 reporter 99*, DENV2 CPE -2, Casp6 inh -2 and LGR2 antag 29.
CC(C)CC(NC(=O)c1ccc(C#CC(C)(C)O)s1)C(=O)O (stereo not given) was read as SIRT5 block 1, EWS-Fli inh 1, PAX8 reporter 17, DENV2 CPE -3, Casp6 inh 0, ARNT-TACC3 inh 0 and LGR2 antag -6.
Screening O=C([C@@H]1[C@@H](CO)[C@@H]2Cn3c(ccc(-c4ccncc4)c3=O)[C@@H]2N1CCC(F)(F)F)N1CCOCC1 returned SIRT5 block -2, EWS-Fli inh -1, PAX8 reporter 6, DENV2 CPE 0, Casp6 inh 0 and LGR2 antag -19.
Screening Cc1cc(C)n(-c2nc(NCCN(C)C)c3c4c(sc3n2)COC(C)(C)C4)n1 returned SIRT5 block 2, EWS-Fli inh -2, PAX8 reporter -17, DENV2 CPE 13, Casp6 inh -3 and LGR2 antag -2.
Screening CCC(=O)Nc1ccc2c(c1)OC[C@H](C)N(Cc1ccccc1F)C[C@H](C)[C@@H](OC)CN(C)C2=O returned SIRT5 block 9, EWS-Fli inh 10, PAX8 reporter -7, DENV2 CPE -5, Casp6 inh 0, ARNT-TACC3 inh -2 and LGR2 antag -2.
`COc1ccc2c(c1)CC(=O)NC=C2` gave SIRT5 block 0, EWS-Fli inh 7, PAX8 reporter 9, DENV2 CPE -1, Casp6 inh 2, ARNT-TACC3 inh -1 and LGR2 antag 4.
CN=c1scc(C)n1/N=C/c1cc(Br)c(O)c(Br)c1 was read as SIRT5 block 9, EWS-Fli inh 7, PAX8 reporter 11, DENV2 CPE -8, Casp6 inh 5, ARNT-TACC3 inh 4 and LGR2 antag 2.
`COc1ccc2c3c(n(C)c2c1)[C@@H](CO)N(S(C)(=O)=O)CC31CCN(CC2CCCCC2)CC1` gave SIRT5 block 0, EWS-Fli inh -8, DENV2 CPE 9, Casp6 inh -1 and LGR2 antag 18.
CCCNC(=O)Nc1ccc2c(c1)C(=O)N(C)C[C@@H](OC)[C@@H](C)CN(C(=O)C1CCC1)[C@H](C)CO2 was read as SIRT5 block 0, EWS-Fli inh 3, PAX8 reporter 1, DENV2 CPE 6, Casp6 inh -3, ARNT-TACC3 inh -12 and LGR2 antag 27.
For CC(=O)N(C)C[C@@H]1Oc2cc(C#CCC(C)C)ccc2S(=O)(=O)N([C@@H](C)CO)C[C@H]1C the results were SIRT5 block 4, EWS-Fli inh 12, DENV2 CPE 5, Casp6 inh 1, ARNT-TACC3 inh 2 and LGR2 antag -10.
For CCCOC(=O)c1cccc(Nc2nc(-c3cccnc3)nc3ccccc23)c1 the results were SIRT5 block 11, EWS-Fli inh 28, PAX8 reporter 25, DENV2 CPE 3, Casp6 inh -2 and LGR2 antag 5.

High-throughput results (PubChem)
